Bioassay records (PubChem)
Mdm2-MdmX inh: inhibitors of human Mdm2-MdmX association, primary screen, cell-based, luminescence, split luciferase, SaOS-2, uHTS; Protein Mdm4 (Homo sapiens) + E3 ubiquitin-protein ligase Mdm2 (Homo sapiens), …; SaOS-2 split-luciferase Mdm2/MdmX complementation; inhibition, % at 8 µM; 330,000 tested, 3% active;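 active = inhibition of at least 50% at 8 µM in the primary screen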
Target sequence (O15151 whole entry, looked up): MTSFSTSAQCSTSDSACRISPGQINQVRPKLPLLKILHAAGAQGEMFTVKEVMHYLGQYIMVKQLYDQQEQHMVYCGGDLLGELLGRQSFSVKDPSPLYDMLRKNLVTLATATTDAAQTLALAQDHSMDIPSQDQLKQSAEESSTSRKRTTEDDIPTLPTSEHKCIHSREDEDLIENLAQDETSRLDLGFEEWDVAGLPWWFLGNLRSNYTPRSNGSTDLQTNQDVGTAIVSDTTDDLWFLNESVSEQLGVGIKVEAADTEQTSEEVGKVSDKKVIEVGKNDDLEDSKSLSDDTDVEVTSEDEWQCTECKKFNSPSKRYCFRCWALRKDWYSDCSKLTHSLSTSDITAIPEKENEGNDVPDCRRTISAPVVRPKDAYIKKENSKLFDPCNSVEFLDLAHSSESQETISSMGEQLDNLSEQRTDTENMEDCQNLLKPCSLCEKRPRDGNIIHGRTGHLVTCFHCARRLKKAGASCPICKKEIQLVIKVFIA
Target sequence (Q00987 whole entry, looked up): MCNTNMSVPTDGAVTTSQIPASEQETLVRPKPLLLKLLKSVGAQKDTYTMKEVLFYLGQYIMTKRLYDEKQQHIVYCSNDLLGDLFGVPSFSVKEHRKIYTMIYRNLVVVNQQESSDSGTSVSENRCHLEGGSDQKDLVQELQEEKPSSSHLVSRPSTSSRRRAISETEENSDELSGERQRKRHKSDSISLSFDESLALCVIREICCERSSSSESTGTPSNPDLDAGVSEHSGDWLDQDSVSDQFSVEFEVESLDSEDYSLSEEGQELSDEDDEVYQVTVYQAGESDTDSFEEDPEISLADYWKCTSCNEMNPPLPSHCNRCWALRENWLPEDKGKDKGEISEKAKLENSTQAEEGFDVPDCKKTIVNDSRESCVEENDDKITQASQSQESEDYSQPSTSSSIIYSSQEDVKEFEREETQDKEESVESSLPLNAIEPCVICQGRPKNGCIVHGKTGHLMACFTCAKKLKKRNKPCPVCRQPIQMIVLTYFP
Jurkat NFkB inh: inhibitors of induced NF-kB luciferase reporter, primary screen, TCR NF-kB activation inhibitor project, cell-based, luminescence, uHTS | Jurkat, PMA/ionomycin-induced NF-kB luciferase reporter | inhibition, % at 4 µM | 330,000 tested, 0.53% active | AID 435003, 2010; in the data active = inhibition above about 50%
UPR XBP1 act: activators of adaptive XBP1 UPR arm, primary screen, cell-based, CHO-XBP1 luciferase reporter, luminescence, uHTS; IRE1-XBP1 UPR activation; percent of tunicamycin response, DMSO as zero; activation, % at 20 µM; 330,000 tested, 0.33% active; AID 463104, 2010;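 active = versus positive control, 20 µM dose yields 30% or more activation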;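 note: 100% = tunicamycin at 10 µg/mL and 0% = DMSO only wells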
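Material: CHO-XBP1 cells stably carrying IRE1-XBP1-driven luciferase reporter / Amount: 1000 cells per well / Compound: 20 µM, 1% DMSO / Times: 6 h treatment, 37 °C / Detection: luciferase luminescence / Measure: % activation of reporter signal versus tunicamycin and DMSO controls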
UPR CHOP act: activators of apoptotic CHOP UPR arm, primary screen, cell-based, CHO-CHOP luciferase reporter, luminescence, uHTS; activation, % at 10 µM; UPR activation; percent of tunicamycin response over DMSO baseline; 330,000 tested, 0.34% active;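 active = at 10 µM dose, activation of 40% or more, normalized to positive control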;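 note: 100% = tunicamycin at 10 µg/mL and 0% = DMSO alone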
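Assay system: CHO-CHOP cells, stable luciferase reporter of PERK-eIF2a-CHOP signalling / Buffer or medium: F12 plus 10% serum / Compound dosing: one dose, 10 µM in 0.5% DMSO / Times: 6 h compound treatment, 37 °C / Technique: luciferase luminescence / Read-out: % reporter activation, DMSO baseline versus tunicamycin full activation / Benchmarks: tunicamycin and DMSO controls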
TIM10 inh: growth inhibitors of isogenic TIM10 control yeast, primary screen, counter-screen for tim10-1 yeast inhibitor project, luminescence, uHTS; S. cerevisiae TIM10 strain growth, BacTiter-Glo luminescence, 24 h; inhibition, % at 10 µM; 330,000 tested, 1.4% active; AID 463195, 2010;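 active = inhibition of 40% or more at the single tested concentration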;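 note: wild-type TIM10 isogenic control strain grown at permissive 25 °C; 0% = DMSO yeast wells and 100% = minimal medium wells without yeast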
tim23-1 inh: growth inhibitors of tim23-1 mutant yeast, primary screen, luminescence, uHTS; S. cerevisiae tim23-1 growth, BacTiter-Glo luminescence, 24 h; inhibition, % at 20 µM; 330,000 tested, 1.3% active;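 active = growth inhibition of the mutant yeast at or above 50%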;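 note: temperature-sensitive mutant grown at 25 °C; plate controls were DMSO-treated mutant yeast for no effect and medium wells lacking yeast for full effect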
697 NFkB inh: inhibitors of PMA/ionomycin-induced NF-kB reporter, 697 cells, primary screen, B-cell NF-kB inhibitor project, cell-based, luminescence, uHTS | 697 B-cell NF-kB luciferase reporter, 16 h | 330,000 tested, 0.33% active | AID 435022, 2010 | inhibition, % at 4 µM; in the data active = inhibition above about 35%
tim10-1 inh: growth inhibitors of tim10-1 mutant yeast, primary screen, luminescence, uHTS. S. cerevisiae tim10-1 ts strain growth, BacTiter-Glo, 24 h. inhibition, % at 20 µM. 330,000 tested, 2.2% active. AID 463190, 2010;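 active = inhibition of at least 40%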;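 note: mutant grown at 25 °C; 0% = DMSO wells with yeast and 100% = wells holding no yeast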
* marks the source's active call; other numbers are inactive results.

SMILES | Mdm2-MdmX inh | Jurkat NFkB inh | UPR XBP1 act | UPR CHOP act | TIM10 inh | tim23-1 inh | 697 NFkB inh | tim10-1 inh
CCc1cc(=O)oc2cc(OCC(=O)N3CCC(C(N)=O)CC3)ccc12 | 10 | 21 | 0 | 0.4 | -4 | 4 | 11 | -7
CN(C)c1ccc(N2C(=O)CC(c3ccccc3)CC2=O)cc1 | 25 | 9 | -2 | 3.4 | -11 | 4 | 11 | -15
CC(C)(C)c1cc(C(=O)NCc2cccnc2)ccn1 | -2 | 2 | -3 | 0.7 | -10 | 8 | -14 | 6
CN(C)CCN1CC(O)=C(c2nc3ccccc3s2)C1=N | -14 | -8 | 2 | 0.7 | -12 | -10 | 12 | -7
O=C(NCCc1ccc(Cl)cc1)c1cc(-c2ccncc2)nc2ccccc12 | 23 | 0 | -3 | 2.5 | -13 | -9 | 11 | 4
COCCNC(=O)/C(C#N)=C/c1ccc(C)o1 | -13 | -27 | -4 | 0.6 | 1 | 15 | -15 | 11
CC(=O)N1CCCc2cc(S(=O)(=O)N3CCC(C)CC3)ccc21 | 16 | 0 | -3 | -0.5 | 1 | 18 | 14 | 7
Cc1ccc2cc(CN(Cc3ccco3)C(=O)C3CCCCC3)c(=O)[nH]c2c1C | 28 | -6 | -2 | -3.0 | -13 | -10 | -6 | 3
CC(=O)Nc1ccc(S(=O)(=O)Nc2nc3ccccc3nc2Cl)cc1 | 12 | -6 | -4 | 2.3 | -4 | 1 | 16 | 2
Cc1cc(SC(C)C(=O)Nc2c(C)n(C)n(-c3ccccc3)c2=O)nc2ccccc12 (centres undefined) | -12 | -12 | 1 | 0.1 | 7 | 23 | -18 | 11
CC(Nc1ccc2c(c1)OCCO2)C(=O)Nc1ccc2c(c1)OCO2 (centres undefined) | 7 | 15 | -4 | -4.1 | -18 | -5 | 1 | 7
COCCn1nnnc1C(c1ccccc1)N1CCN(Cc2ccc3c(c2)OCO3)CC1 (centres undefined) | 0 | -3 | 1 | 3.4 | -8 | -12 | -7 | -5

Some of the entries so far, as labelled records:
> CC(=O)N1CCCc2cc(S(=O)(=O)N3CCC(C)CC3)ccc21
- Mdm2-MdmX inh: 16
- Jurkat NFkB inh: 0
- UPR XBP1 act: -3
- UPR CHOP act: -0.5
- TIM10 inh: 1
- tim23-1 inh: 18
- 697 NFkB inh: 14
- tim10-1 inh: 7

> Cc1ccc2cc(CN(Cc3ccco3)C(=O)C3CCCCC3)c(=O)[nH]c2c1C
- Mdm2-MdmX inh: 28
- Jurkat NFkB inh: -6
- UPR XBP1 act: -2
- UPR CHOP act: -3.0
- TIM10 inh: -13
- tim23-1 inh: -10
- 697 NFkB inh: -6
- tim10-1 inh: 3

> CC(=O)Nc1ccc(S(=O)(=O)Nc2nc3ccccc3nc2Cl)cc1
- Mdm2-MdmX inh: 12
- Jurkat NFkB inh: -6
- UPR XBP1 act: -4
- UPR CHOP act: 2.3
- TIM10 inh: -4
- tim23-1 inh: 1
- 697 NFkB inh: 16
- tim10-1 inh: 2

Additional compounds follow.
SMILES | Mdm2-MdmX inh | Jurkat NFkB inh | UPR XBP1 act | UPR CHOP act | TIM10 inh | tim23-1 inh | 697 NFkB inh | tim10-1 inh
COc1ccc(NC(=O)C2CCCN(c3ncnc4onc(-c5ccc(F)cc5)c34)C2)cc1 (centres undefined) | 16 | 10 | -3 | -2.2 | 5 | 32 | -10 | 42*
COc1ccc(Br)cc1/C=C/C(=O)Nc1c(C)cccc1C | 15 | 10 | -1 | 1.4 | 16 | 12 | 21 | 13
CN(C(=O)COC(=O)/C=C/c1ccc2ccccc2n1)c1c(N)n(Cc2ccccc2)c(=O)[nH]c1=O | 26 | 14 | -1 | 0.2 | 7 | 14 | 28 | 20
COC(=O)c1cc(NC(=O)CC2C(=O)NCCN2C(=O)c2ccccc2)cc(C(=O)OC)c1 (centres undefined) | 4 | -7 | 0 | -2.7 | -36 | -9 | 15 | -20
COc1ccc(C2=NOC(C(=O)Nc3ccc4c(c3)OCO4)C2)cc1 (centres undefined) | 17 | -14 | 0 | 3.4 | -15 | -2 | -20 | 10
COc1ccc(/C=N\NC(=O)c2ccccc2Br)cc1COc1ccc(F)cc1 | 4 | 9 | -2 | 1.8 | 14 | 13 | -10 | 17
NS(=O)(=O)c1ccc(CCNC(=O)c2coc3ccccc3c2=O)cc1 | 10 | -20 | 0 | 2.9 | 2 | 15 | -17 | 11
Cc1cc2c(cc1S(=O)(=O)N1CCN(c3cccc(C)c3C)CC1)OCC(=O)N2 | 23 | -4 | -2 | 0.0 | 11 | 11 | 10 | 8
O=C(NNC(=S)NC(=O)c1ccccc1[N+](=O)[O-])c1ccc(Cl)cc1Cl | 7 | -10 | 1 | 0.4 | 18 | 4 | -24 | 19
O=C(COC(=O)/C=C/c1cccs1)Nc1ccccc1Cl | -11 | -1 | 0 | 1.7 | -2 | 2 | 12 | 8
Cc1ccccc1NC(=O)NCc1ccco1 | 23 | 7 | 0 | -0.4 | -24 | 1 | 1 | 6
COc1ccccc1NC(=O)C(C)OC(=O)C1COc2ccccc2O1 (centres undefined) | 0 | -1 | -4 | -0.6 | 7 | 21 | 11 | 13
C=CCn1c(COc2ccc(Cl)cc2)nnc1SCC(=O)N1CC(=O)Nc2ccccc21 | 4 | 2 | 0 | 4.3 | -13 | 0 | -15 | 23
Cc1ccc(C)c2c1[nH]c1ccc([N+](=O)[O-])cc12 | 26 | 1 | -3 | 1.4 | 39 | 68* | 17 | 50*
CC(C)n1c(Sc2nccn2C)nc2c1c(=O)n(C)c(=O)n2C | 2 | 6 | 0 | 1.3 | 17 | 10 | 9 | 11
CCOC(=O)c1[nH]c2ccc(OC)cc2c1NC(C)=O | 7 | -3 | -6 | -0.3 | 5 | 11 | 20 | 0
O=C(CSc1nc2ccccc2c2nc3ccccc3n12)NCc1ccco1 | -2 | -9 | -2 | -2.7 | 6 | -15 | -22 | 10
CCN1CCN(C(=O)c2cc3c(s2)-c2ccccc2S(=O)(=O)C3)CC1 | -9 | -21 | -3 | 0.6 | -3 | -4 | 3 | 6
C[C@@H]1CCC[C@]2(O[C@@H](CCO)C[C@@H](O)[C@@H]2O)O1 | 9 | 0 | 0 | -1.3 | 5 | -7 | 16 | -5
Cc1ccccc1-c1c(C)oc2cc(O)ccc2c1=O | 14 | 6 | -1 | -1.4 | 30 | 27 | 22 | 32
O=C(Nc1cc([N+](=O)[O-])ccc1F)c1ccc2c(c1)OCCO2 | 17 | -21 | 3 | 99* | -32 | 9 | -46 | 1
Cc1cccc(N(CC(=O)NCCc2ccccc2)C(=O)c2csnn2)c1 | 10 | -7 | -4 | 0.7 | -8 | 14 | -11 | 24
CCOc1ccc(CNC(=O)CCSCc2ccccc2F)cc1OC | 6 | 2 | -2 | 7.9 | -7 | 14 | 7 | 5
COC1CCN(C(=O)CC2C(=O)NCCN2CC(C)(C)C)CC1 (centres undefined) | -3 | 11 | -5 | -0.3 | -2 | 9 | -3 | 9
CC1CCC(NC(=O)CC(C)(C)Cc2nc3ccccc3c(=O)[nH]2)CC1 (centres undefined) | 22 | -19 | -3 | -1.4 | 10 | 17 | -11 | -2
O=C(CSc1nnc2ccccn12)c1ccc(OC(F)F)cc1OC(F)F | 0 | 4 | 2 | 1.6 | 8 | 7 | 3 | 12
Cc1c(C(=O)Nc2ccc(N3CCOCC3)cc2)cccc1[N+](=O)[O-] | 13 | 7 | 0 | -0.4 | -7 | -6 | 16 | 11
COc1cc2c(cc1OC)[C@H](C)N(C(=O)CSc1nc(O)c(C(C)C)c(=O)[nH]1)CC2 | 16 | -15 | -3 | -0.2 | 3 | -13 | 23 | -5
O=C1CCCC2=C1C1(CCCCC1)N=C(Nc1nc3ccccc3s1)N2 | -24 | 3 | 0 | 0.6 | 5 | -2 | -10 | 20
COc1ccc(Cn2c(CCC(=O)Nc3ccccc3)nc3cccnc32)cc1 | 77* | -21 | -1 | 0.0 | -10 | -13 | -36 | 11
CC(C)C[C@H](NC(=O)c1[nH]cnc1C(=O)N[C@H](C)c1ccccc1)C(=O)OCc1ccccc1 | -12 | -2 | -2 | 0.9 | -2 | 12 | 3 | 12
COCCn1c(N)c(N(Cc2ccccc2)C(=O)Cc2c(Cl)cccc2Cl)c(=O)[nH]c1=O | -3 | 0 | 1 | -0.4 | 12 | 8 | -3 | -6
COc1ccc(OC)c(NS(=O)(=O)c2c(C(=O)N3CCCCCC3)c(C)n(C)c2C)c1 | -1 | 11 | -1 | -1.4 | 16 | 23 | -12 | 19
C=CCn1c(=S)[nH]c2ccc(Br)cc2c1=O | -7 | 1 | 1 | -0.4 | 21 | -11 | 0 | 17
CCOC(=O)CSCc1c(C#N)c2ccccc2n1C | 11 | 5 | -1 | 1.1 | -4 | -13 | 18 | 12
Cc1sc2nc(SCC(=O)Nc3cccc(S(N)(=O)=O)c3)[nH]c(=O)c2c1C | 15 | -11 | -1 | 1.4 | 14 | -2 | 9 | -5
CCOC(=O)C(=CNNc1c(C)csc1C(=O)OC)C(=O)OCC | 19 | 2 | -5 | 0.4 | 15 | 26 | 9 | 37
CCc1ccc(/C(C)=N/NC(=O)C(O)c2ccccc2)s1 (centres undefined) | -18 | -12 | 3 | -2.1 | -14 | 25 | -6 | 10
O=C(CSc1n[nH]c(-c2cccnc2)n1)Nc1ccc([N+](=O)[O-])cc1 | 0 | -16 | -2 | 1.5 | 10 | 3 | 1 | -19
O=C(NCCS(=O)(=O)NCCc1ccccc1)c1ccc2c(c1)OCO2 | -43 | -96 | 0 | 4.5 | -2 | -3 | -78 | -9
OC(COCC1CC=CCC1)Cn1cnc2ccccc21 (centres undefined) | 4 | 8 | -2 | -2.8 | -8 | 15 | 1 | 13
COc1ccccc1C(CNC(=S)NCc1ccccc1)N1CCCC1 (centres undefined) | -9 | 13 | -2 | -1.7 | -6 | -2 | 17 | 9
COc1cccc(-c2nnc3n2N=C(c2cccc(Br)c2)CS3)c1 | 22 | 18 | 4 | 0.4 | -3 | 9 | 14 | 11
C/C(CCC(C)C)=N\NS(=O)(=O)c1ccc(C)c([N+](=O)[O-])c1 | 11 | -2 | -3 | -0.3 | 6 | 8 | 17 | -12
CC(CNC(=O)C(=O)NC(C)CCc1ccccc1)Cc1ccccc1 (centres undefined) | 48 | -5 | 7 | 2.3 | -14 | -20 | -8 | -9
Cc1nn(CC(=O)NCCc2ccccc2)c(=O)c2ccccc12 | -2 | -11 | 0 | 0.5 | -12 | -1 | -3 | 5
CCc1ccc(/C=C2\CN(CC)Cc3c2nc2ccccc2c3C(=O)O)cc1 | -13 | 4 | -1 | -2.3 | 6 | 21 | -9 | 16
CC1(C)Oc2ccc3ccc(=O)oc3c2C[C@H]1O | -21 | 3 | -3 | 0.5 | 12 | 9 | 9 | 14
COC(=O)c1cn(NC(=O)Cn2nc([N+](=O)[O-])c(Br)c2C)c(=O)c2ccccc12 | -9 | 0 | -3 | -0.4 | -35 | -11 | 10 | 1
CCOC(=O)c1ccc2c(c1)n(CC)c(C)[n+]2CC | 15 | 2 | -4 | -0.2 | -11 | 13 | 4 | -3

Random excerpt: 2 compounds from above.
SMILES | Mdm2-MdmX inh | Jurkat NFkB inh | UPR XBP1 act | UPR CHOP act | TIM10 inh | tim23-1 inh | 697 NFkB inh | tim10-1 inh
Cc1nn(CC(=O)NCCc2ccccc2)c(=O)c2ccccc12 | -2 | -11 | 0 | 0.5 | -12 | -1 | -3 | 5
O=C(NCCS(=O)(=O)NCCc1ccccc1)c1ccc2c(c1)OCO2 | -43 | -96 | 0 | 4.5 | -2 | -3 | -78 | -9
